# High-throughput results deposited in PubChem BioAssay by several laboratories.
# GSK3beta inhib: human GSK3beta kinase inhibition; P49841; GST-GSK3beta kinase, ADP-Glo luminescence, 60 min; stronger effect = lower value; activity score (negative = inhibition), % at 10 µM; 300,000 compounds, 0.038% hits; AID 2097;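 active = more than half of replicate wells score below -50%, meaning over 50% inhibition versus plate controls; inconclusive = some replicates but at most half score below -50%; inactive = no replicate scores below -50%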;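 also: 0% = median DMSO wells and -100% = median GW8510 positive control wells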
# Target sequence (P49841 whole entry, looked up): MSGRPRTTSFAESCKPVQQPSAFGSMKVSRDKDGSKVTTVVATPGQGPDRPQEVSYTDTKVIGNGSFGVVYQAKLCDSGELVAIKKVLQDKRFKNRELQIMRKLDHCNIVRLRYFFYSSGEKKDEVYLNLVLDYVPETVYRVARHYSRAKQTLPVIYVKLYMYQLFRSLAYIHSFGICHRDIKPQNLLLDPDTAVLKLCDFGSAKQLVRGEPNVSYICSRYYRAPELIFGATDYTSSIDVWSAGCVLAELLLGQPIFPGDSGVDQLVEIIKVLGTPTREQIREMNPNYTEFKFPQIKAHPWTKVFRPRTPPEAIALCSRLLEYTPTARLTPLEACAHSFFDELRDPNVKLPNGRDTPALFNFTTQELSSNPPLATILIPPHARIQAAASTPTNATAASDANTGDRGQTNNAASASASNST
#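 Test system: GST-tagged human GSK3beta kinase, cell-free; evaluation: activity score scaled between in-plate DMSO and GW8510 controls; measured by: ADP-Glo luminescence; incubation: 60 min reaction, RT; benchmarks: DMSO and 20 µM GW8510; reagent: peptide substrate plus 25 µM ATP (final); medium: Tris/MgCl2 kinase buffer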
# aSyn UTR inh: 5' untranslated region of α-synuclein, MLPCN primary screen. alpha-synuclein 5'UTR reporter, inhibitor activity. inhibition, % (tested at 7.5 µM). 300,000 compounds, 0.82% hits; in the data active = inhibition above about 60%; inconclusive = no clear call, values can overlap the other calls;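 also: H4 neuroglioblastoma cells stably carrying SNCA 5'UTR luciferase fusion; 0% = DMSO wells and 100% = positive control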
# IEC-6 cytotox: counter-screen for KLF5 inhibitors: cytotoxicity in IEC-6 cells; inhibition, % at 5 µM; 290,000 compounds, 0.78% hits; IEC-6 cytotoxicity, luminescence viability; in the data active = inhibition above about 22%;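 also: 0% = plate median of test compound wells and 100% = cytotoxic reference compound wells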
# KLF5 inhibitor: suppresses KLF5 promoter-driven expression; DLD-1 KLF5 promoter-luciferase reporter, luminescence; inhibition, % at 5 µM; 290,000 compounds, 0.23% hits; AID 1700;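 active = inhibition above a per-plate limit of that plate's mean compound inhibition plus 3 SD, cut at about 60% in these data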;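 also: 0% = DMSO wells and 100% = LY294002 at 200 µM; higher means less KLF5 promoter-driven luciferase light; inactives centre near -14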
# HSF1 inh: HSF1 inhibition. NIH3T3-HGL HSE-luciferase, MG132-induced, luminescence 8 h; stronger effect = lower value. activity change, negative = inhibition, % at 7.5 µM (by protocol). 300,000 compounds, 0.77% hits. AID 2098;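 active = more than half of replicate wells show activity change below -50%, luminescence cut by over half; inconclusive = some wells, but at most half, below -50%; inactive = no replicate well below -50%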;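 also: luciferase reports HSF-1 transcriptional activity via heat shock element; 0% = median of DMSO wells and -100% = zero luminescence signal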
# Platelet DG rel: platelet dense granule release activity; human platelet-rich plasma, SFLLRN dense granule ATP release, luminescence; inhibition, %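 (compounds screened at 7.5 µM in platelet-rich plasma)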; 300,000 compounds, 0.22% hits;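 active = mean replicate score, as percent of positive control, at or above 50; inconclusive = mean below 50 but at least one replicate at or above 50; inactive = mean and every replicate below 50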
# GSK3A inh: inhibitors of human GSK-3 alpha kinase; P49840; ADP-Glo luminescence, 60 min; inhibition, % at 10 µM; 320,000 compounds, 0.1% hits;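 in the data active = inhibition above about 50%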;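 also: GST-tagged GSK-3 alpha with peptide substrate and 25 µM ATP; 0% = DMSO neutral wells and 100% = GW8510 positive control wells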
# Target sequence (P49840 whole entry, looked up): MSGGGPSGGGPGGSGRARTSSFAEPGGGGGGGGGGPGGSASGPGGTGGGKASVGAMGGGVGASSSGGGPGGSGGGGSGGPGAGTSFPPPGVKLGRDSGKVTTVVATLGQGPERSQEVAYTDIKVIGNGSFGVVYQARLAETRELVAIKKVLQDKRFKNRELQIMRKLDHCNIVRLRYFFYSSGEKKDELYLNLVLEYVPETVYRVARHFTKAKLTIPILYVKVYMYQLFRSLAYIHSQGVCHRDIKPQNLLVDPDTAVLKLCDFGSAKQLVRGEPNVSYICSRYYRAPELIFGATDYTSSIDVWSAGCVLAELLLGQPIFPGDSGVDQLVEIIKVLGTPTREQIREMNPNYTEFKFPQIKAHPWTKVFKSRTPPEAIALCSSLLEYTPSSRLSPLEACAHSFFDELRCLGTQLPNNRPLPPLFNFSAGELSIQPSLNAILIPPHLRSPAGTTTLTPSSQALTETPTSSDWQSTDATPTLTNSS
# HSF-1 act: increases HSF-1 driven luciferase reporter signal. NIH3T3-HGL HSF-1 luciferase reporter, MG132, 8 h; 100% = twice DMSO control signal. activation, % at 9 µM. 300,000 compounds, 1.7% hits. AID 504408;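 active = mean replicate activation of at least 50% with a set share of replicates each reaching 50%; inconclusive = only one of those two conditions met; inactive = mean below 50% and too few replicates reaching it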;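 also: 0% = median of the neutral control wells and 100% = twice that signal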
# DYRK1A inh: Dyrk1A (rat) kinase inhibition. inhibition, % at 12.5 µM. ADP-Glo luminescence, NFATc1 peptide. Q63470. 310,000 compounds, 0.43% hits; in the data active = inhibition above about 50%;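 also: plate controls were vehicle with enzyme for no effect and no enzyme for full effect; many of its hits are not listed in these tables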
# HSP90 inh: inhibitors of HSP90 luciferase refolding in rabbit reticulocyte lysate. luciferase refolding luminescence, 3 h. inhibition, % at 5.6 µM. 290,000 compounds, 0.91% hits. AID 1789;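 active = inhibition above the screen-wide mean plus 3 SD, computed separately per campaign, cut at about 16% in these data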;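 also: 0% = DMSO wells and 100% = 60 µM geldanamycin wells; inhibitors lower the luminescence because luciferase stays unfolded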
# * marks the source's active call; other numbers are inactive results; ? = inconclusive; · = no result given. Some of the compounds tested; the hit share may differ from the screen's.
SMILES,GSK3beta inhib,aSyn UTR inh,IEC-6 cytotox,KLF5 inhibitor,HSF1 inh,Platelet DG rel,GSK3A inh,HSF-1 act,DYRK1A inh,HSP90 inh
CCOC(=O)N1CCN(C(=O)C2CCCN(S(=O)(=O)c3cc(C)ccc3OC)C2)CC1 (stereo not drawn),0.0,27.7,-6.9,-30.2,-9.1,4.9,-1.7,2.9,-1.3,1.6
Cc1ccn(CC(=O)NC2CCCN(Cc3ccc(CC(C)C)cc3)C2)n1 (stereo not drawn),0.3,-11.0,4.7,-34.4,2.8,-2.6,-2.1,0.1,-0.8,-1.3
CN(C(=O)CSc1nnc2ccccn12)c1c(N)n(Cc2ccccc2)c(=O)[nH]c1=O,0.4,25.2,-4.4,-1.3,-2.0,-14.1,0.0,-14.1,-20.6,2.9
Nc1c(C(=O)NCc2ccc3c(c2)OCO3)nnn1Cc1ccc(Br)cc1,1.0,3.1,2.0,-4.8,-14.3,-2.0,-0.9,-2.2,1.2,1.2
Cc1ccc(OCC(=O)Nc2ccc(NC(=O)c3ccccc3)cc2)cc1C,0.5,10.2,-1.9,-44.6,-12.1,-10.7,1.1,1.7,-3.9,-3.6
O=C1CC(O)(C(F)(F)F)Oc2c1ccc1ccccc21 (stereo not drawn),-28.9,-29.6,1.6,-16.3,10.9,-3.5,-1.5,12.8,29.6,-2.8
CCc1ccc(-c2cc(C)no2)cc1S(=O)(=O)N1CC(=O)Nc2ccccc21,3.2,-19.8,1.5,12.0,6.2,-6.6,1.0,22.1,1.3,3.1
O=S(=O)(c1cccc(NC(=S)N2CCN(c3cccc(Cl)c3)CC2)c1)C(F)F,0.7,18.0,-3.7,-24.2,8.9,-7.2,-2.7,26.2,-3.8,-4.2
O=c1[nH]c2ccccc2c(=O)n1Cc1ccco1,-2.7,-15.7,-4.2,-10.8,-1.3,-10.6,-1.7,21.3,3.9,-0.7
CC(=O)c1ccc(OCc2cc(C(=O)N3CCCCC3c3cccnc3)no2)cc1 (stereo not drawn),2.4,-82.8,-0.9,-104.0,21.3,-6.5,-1.0,33.6,8.9,-5.2
COc1cc(NC(=O)c2nn(C)c3c2CS(=O)(=O)c2ccccc2-3)cc(OC)c1,-0.7,3.3,13.1,4.0,-3.4,-0.1,-3.8,-9.2,-2.2,1.8
CCOC(=O)C12CNC(=O)C(C(=O)OCC)(CNC1=O)C2,0.8,1.8,4.0,1.2,0.8,-0.7,-1.4,24.1,-3.4,3.6
Cc1cc(O)c(NC(=S)NC(=O)c2ccc(-c3ccc(Cl)cc3)o2)cc1C,1.2,-12.9,-2.2,-27.9,16.7,-2.9,0.8,43.5,26.9,-0.1
COc1ccc(/C=C/C(=O)NCC(=O)n2nc(C)cc2C)cc1,1.3,-2.5,-4.7,-27.7,5.0,-8.6,-1.4,23.4,·,-1.5
Cc1cc(C)n2nc(SCC(=O)c3ccccc3)nc2n1,-2.6,-18.1,1.2,-23.6,1.8,2.7,-3.8,0.6,36.1,3.0
O=C(CCCCCCC(=O)Nc1ccccc1)NO,-0.3,·,·,·,?,1.9,-1.8,-51.5,1.8,·
O=C(CSc1ccc(F)cc1)N1CCC(c2nc3ccccc3s2)CC1,0.4,-7.4,-4.1,-1.5,-2.3,-17.7,2.8,-17.3,20.4,1.0
CC1=C(c2ccc(C(C)C)cc2)S(=O)(=O)N=C1N1CCN(C(=O)c2ccco2)CC1,0.5,7.8,-4.9,-20.2,-0.5,9.2,-0.2,-7.3,0.2,-0.1
Cc1ccc(N2CC(C(=O)Nc3nnc(SCC(=O)NCC4CCCO4)s3)CC2=O)cc1C (stereo not drawn),-1.9,10.1,-5.4,-55.6,-1.8,-6.4,-3.2,7.9,-4.4,-2.8
O=C1CCC(C(=O)N2CCN(c3ccccc3Cl)CC2)CN1CC1CCCCC1 (stereo not drawn),-0.6,-8.2,4.5,-15.8,5.1,2.4,-0.3,9.5,2.7,-0.5
O=C(NCCc1ccccc1)C(=O)NCC1OCCN1S(=O)(=O)c1ccc2c(c1)OCCO2 (stereo not drawn),1.5,14.8,-6.1,-22.5,-1.0,-1.5,-1.0,0.8,-2.3,-1.3
CC(=O)Nc1cccc(OC(=O)c2ccoc2C)c1,1.6,12.2,-1.4,-21.7,3.1,-0.9,-1.7,2.8,4.7,2.0
Cc1cccnc1NC(=O)NC(=O)c1ccc(C(C)(C)C)s1,-0.1,-169.5,-6.8,-72.4,-3.9,-5.9,-4.7,20.5,·,0.2
N#Cc1nc(COc2ccc(F)cc2)oc1N1CCCCC1,0.4,0.3,1.2,-21.8,18.3,-8.0,-2.5,38.8,-0.6,-1.6
Cc1noc(C)c1COC(=O)c1ccc(N(C)C)cc1,-1.5,-17.9,-3.6,-17.2,6.9,-6.0,-2.2,-3.2,-2.3,-4.3
CC(C)NCc1c(O)c(Br)cc2oc3c(c12)CCCC3,·,·,-0.3,-6.4,·,·,·,·,3.5,1.8
COc1ccccc1N1CCN(S(=O)(=O)c2ccc3c(c2)NC(=O)C(C)C(=O)N3)CC1 (stereo not drawn),-7.4,10.4,-6.9,-6.4,-4.5,-2.1,-0.6,2.0,4.9,-2.6
COc1ccccc1C(=O)N/C(N)=N/c1nc2ccccc2o1,2.5,-70.4,6.2,-8.0,17.4,-6.8,0.2,49.5,2.6,-4.2
Cc1ccc(CCN2CC(C(=O)O)CC2=O)cc1 (stereo not drawn),-1.1,-8.6,2.6,-5.4,-2.4,-0.8,-9.3,0.9,·,0.5
CCn1c(=S)sc2c(=O)n(CC(=O)Nc3ccccc3OC)c(C)nc21,0.9,8.7,2.5,-10.6,-4.5,-7.2,-1.1,1.0,·,0.4
O=C(NCc1ccc2c(c1)OCO2)C1CC(=O)N(c2ccc(F)cc2)C1 (stereo not drawn),-0.7,3.4,-5.2,-25.6,-6.5,3.2,-5.3,31.2,1.6,1.0
COCCN(C(=O)COC(=O)c1ccco1)c1c(N)n(Cc2ccccc2)c(=O)[nH]c1=O,-0.2,11.7,·,·,-27.0,-1.8,7.5,-45.5,-6.4,·
Cc1ccccc1/C=N\NC(=O)c1ccc(Cn2cccn2)o1,1.4,24.6,-8.8,-9.8,4.4,5.3,-2.2,3.0,-6.1,-1.5
CCc1nnc(NC(=O)CSc2sc3c(O)cc(=O)[nH]c3c2C#N)s1,3.7,10.6,-14.4,-6.2,-1.3,2.1,-1.3,3.2,12.7,1.4
COc1cc2ccccc2cc1C(=O)N/N=C/c1ccc2c(c1)OCO2,8.5,-163.5,37.1*,35.1,-7.3,-8.0,2.6,18.4,22.0,-3.1
COc1ccc(C2=C/C(=C\c3ccc(OC(C)=O)cc3)C(=O)O2)cc1,0.4,3.8,-3.8,-11.9,1.1,11.0,-5.4,-7.2,-2.1,2.1

# Four compounds from above with just DYRK1A inh, GSK3A inh and HSF-1 act.
structure | DYRK1A inh | GSK3A inh | HSF-1 act
O=C(CCCCCCC(=O)Nc1ccccc1)NO | 1.8 | -1.8 | -51.5
O=C(CSc1ccc(F)cc1)N1CCC(c2nc3ccccc3s2)CC1 | 20.4 | 2.8 | -17.3
CC1=C(c2ccc(C(C)C)cc2)S(=O)(=O)N=C1N1CCN(C(=O)c2ccco2)CC1 | 0.2 | -0.2 | -7.3
Cc1ccc(N2CC(C(=O)Nc3nnc(SCC(=O)NCC4CCCO4)s3)CC2=O)cc1C (stereo not drawn) | -4.4 | -3.2 | 7.9

# In another format: entries from further up.
# Below each SMILES – GSK3beta inhib | aSyn UTR inh | IEC-6 cytotox | KLF5 inhibitor | HSF1 inh | Platelet DG rel | GSK3A inh | HSF-1 act | DYRK1A inh | HSP90 inh
- Cc1ccc(CCN2CC(C(=O)O)CC2=O)cc1 (stereo not drawn)
→ -1.1 | -8.6 | 2.6 | -5.4 | -2.4 | -0.8 | -9.3 | 0.9 | · | 0.5
- CCn1c(=S)sc2c(=O)n(CC(=O)Nc3ccccc3OC)c(C)nc21
→ 0.9 | 8.7 | 2.5 | -10.6 | -4.5 | -7.2 | -1.1 | 1.0 | · | 0.4
- O=C(NCc1ccc2c(c1)OCO2)C1CC(=O)N(c2ccc(F)cc2)C1 (stereo not drawn)
→ -0.7 | 3.4 | -5.2 | -25.6 | -6.5 | 3.2 | -5.3 | 31.2 | 1.6 | 1.0
- COCCN(C(=O)COC(=O)c1ccco1)c1c(N)n(Cc2ccccc2)c(=O)[nH]c1=O
→ -0.2 | 11.7 | · | · | -27.0 | -1.8 | 7.5 | -45.5 | -6.4 | ·

# Returning to the listing; the 2 compounds before the break are reprinted first.
SMILES,GSK3beta inhib,aSyn UTR inh,IEC-6 cytotox,KLF5 inhibitor,HSF1 inh,Platelet DG rel,GSK3A inh,HSF-1 act,DYRK1A inh,HSP90 inh
COc1cc2ccccc2cc1C(=O)N/N=C/c1ccc2c(c1)OCO2,8.5,-163.5,37.1*,35.1,-7.3,-8.0,2.6,18.4,22.0,-3.1
COc1ccc(C2=C/C(=C\c3ccc(OC(C)=O)cc3)C(=O)O2)cc1,0.4,3.8,-3.8,-11.9,1.1,11.0,-5.4,-7.2,-2.1,2.1
Cn1c(=O)c2c(nc(NCC3CCCC(CN)C3)n2Cc2ccc(Cl)cc2Cl)n(C)c1=O (stereo not drawn),1.1,-83.7,59.8*,-40.0,-8.0,2.2,1.2,-3.3,10.3,-0.2
O=C(c1cccnc1)N1CCN(c2ccc3ccccc3n2)CC1,-0.9,-13.6,1.8,-18.6,-5.5,6.1,3.8,9.0,4.7,-2.0
Cc1cc(C)c(NC(=O)CS(=O)CC(=O)NCCN2CCCCCC2)c(C)c1 (stereo not drawn),-0.4,2.3,-2.4,-24.1,-7.7,-11.1,-2.0,-4.0,-0.5,-2.4
C1CCN(c2nc3nonc3nc2NCC2CCOCC2)CC1,-2.0,1.9,4.1,1.1,-1.2,1.8,-1.7,0.7,14.4,3.0
CCOC(=O)COc1ccc(C2NC(C(=O)O)CS2)cc1 (stereo not drawn),2.3,-32.9,1.2,7.6,-5.2,0.2,-2.7,-2.1,-0.7,-1.2
O=S(=O)(N1CCCCC1)N1CCN(c2cc(Cl)ccc2Cl)CC1,1.8,-1.6,8.3,-22.2,0.8,-0.5,-3.7,6.4,3.2,-2.7
NS(=O)(=O)c1ccc(NC(=O)COC(=O)c2c3c(nc4ccccc24)/C(=C\c2ccc4c(c2)OCO4)CCC3)cc1,·,·,-4.2,6.8,·,·,-3.2,·,-4.1,6.9
Cc1ccccc1C(=O)O/N=C(\N)Cc1cccs1,1.6,-131.3,20.2,-66.2,20.5,-2.2,1.7,10.9,2.5,2.0
Cc1ccc(-c2cc(C(F)(F)F)n3ncc(C(=O)O)c3n2)cc1,3.3,16.1,2.7,-1.6,-4.8,-16.1,·,-22.2,0.8,3.4
O=C(CN1CCN(C(=O)c2cccs2)CC1)NC1CCCCC1,3.2,-4.0,-1.0,-15.1,5.4,12.9,-2.6,35.0,-6.8,-0.7
CC(C)C(=O)Nc1cc(C(F)(F)F)ccc1-n1ccnc1,-0.1,-5.2,5.5,-4.2,6.8,-6.6,-2.1,4.2,·,5.5
